TPT1 inhibitor: Candida albicans TPT1 enzyme inhibitors, primary screen, biochemical, fluorescence polarization; recombinant caTPT1, FP RNA substrate dephosphorylation; AID 1962, 2009; inhibition, % at 5 µM; actives 0.81% (n = 300,000);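 active = inhibition above the mean of all tested compounds plus 3 SD, set per screening campaign, cut at about 24% in these data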;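 also: plate controls were DMSO alone for no effect and ferristatin control at 100 nM for full effect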
PP1 counter: PP1-alpha phosphatase inhibitors, primary screen, counter-screen for PP5 inhibitor project, biochemical, fluorescence, OMFP substrate, single point. Serine/threonine-protein phosphatase PP1-alpha catalytic subunit (Homo sapiens), P62136. AID 2235, 2010. purified PP1alpha. inhibition, % at 6.7 µM. actives 0.9% (n = 320,000);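 active = inhibition above the mean inhibition of all tested compounds plus 3 SD, computed separately for each screening campaign, cut at about 15% in these data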
Target sequence (P62136 whole entry, looked up): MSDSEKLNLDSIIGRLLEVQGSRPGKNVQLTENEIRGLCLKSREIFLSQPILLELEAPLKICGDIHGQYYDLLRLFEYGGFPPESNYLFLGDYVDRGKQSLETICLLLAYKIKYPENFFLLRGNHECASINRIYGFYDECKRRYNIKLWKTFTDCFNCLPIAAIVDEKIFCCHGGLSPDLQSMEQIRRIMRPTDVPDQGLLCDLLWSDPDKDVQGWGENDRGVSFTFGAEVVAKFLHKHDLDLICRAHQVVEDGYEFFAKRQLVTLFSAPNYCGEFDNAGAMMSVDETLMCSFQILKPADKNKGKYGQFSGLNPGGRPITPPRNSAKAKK
Fh CTSL1 inh: Fasciola hepatica cathepsin L1 inhibitors, primary screen, counter-screen for PFM18AAP inhibitor project, biochemical, QFRET, fluorogenic peptide substrate; actives 0.49% (n = 300,000); AID 1906, 2009; inhibition, % at 5.96 µM; recombinant F. hepatica cathepsin L1, Z-Leu-Arg-MCA fluorescence;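 active = inhibition above the mean of all tested compounds plus 3 SD, set per screening campaign, cut at about 17% in these data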;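 also: 0% = plate median of test compound wells and 100% = 1 µM Z-Phe-Ala-diazomethylketone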
core dimer inh: inhibitors of HCV core protein dimerization, primary screen, biochemical, TR-FRET, high-throughput; TR-FRET GST/Flag-core106 dimerization, 1536-well; inhibition, % at 5 µM; actives 0.33% (n = 300,000);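 active = inhibition above the mean of all tested compounds plus 3 SD, set per screening campaign, cut at about 45% in these data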
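Assay system: tagged HCV core106 pair (GST and Flag); medium: KF-containing HEPES buffer, pH 7.45, DTT, CHAPS, BSA; also added: Eu donor and XL665 acceptor anti-tag antibodies; dosing: 5 µM single dose; timing: compound-protein-antibody incubation 4 h at 22.5 °C; signal: TR-FRET 671 and 617 nm emission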
PREPL inhibitor: PREPL enzyme inhibitors, primary screen, biochemical, fluorescence polarization. recombinant PREPL, fluorescence polarization activity-based probe. inhibition, % at 5.96 µM. actives 0.68% (n = 320,000). AID 2751, 2010; in the data active = inhibition above about 43%;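 also: 0% = enzyme with DMSO and 100% = wells lacking enzyme; many of its hits are not listed in these tables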
LYPLA2 inh: LYPLA2 inhibitors, primary screen, counter-screen for PME1 inhibitor project, biochemical, fluorescence polarization, FP-Rh probe ABPP; Acyl-protein thioesterase 2 (Homo sapiens), O95372; recombinant LYPLA2; inhibition, % at 5.9 µM; actives 0.38% (n = 320,000);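 active = inhibition above the screen-wide mean plus 3 SD, limit set per campaign, cut at about 26% in these data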;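 also: 0% = LYPLA2 with DMSO and 100% = wells lacking LYPLA2 enzyme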
Target sequence (O95372 whole entry, looked up): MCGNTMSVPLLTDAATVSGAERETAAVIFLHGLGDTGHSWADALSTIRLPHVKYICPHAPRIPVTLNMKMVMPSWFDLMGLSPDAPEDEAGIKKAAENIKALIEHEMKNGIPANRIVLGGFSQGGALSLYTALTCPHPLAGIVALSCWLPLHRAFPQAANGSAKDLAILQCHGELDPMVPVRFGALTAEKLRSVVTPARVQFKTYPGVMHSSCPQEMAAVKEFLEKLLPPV
Efflux pump inh: inhibitors of Candida efflux pumps in yeast, primary screen, S. cerevisiae, Nile Red, multiplex | actives 0.44% (n = 330,000) | S. cerevisiae Candida pump triplex | AID 485275, 2010 | inhibition, % at 10 µM;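 active = plate passing quality check with inhibition over a set limit, or well fluorescence over plate mean plus 4 SD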;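 also: Nile Red retained in pooled yeast measured as flow cytometry median fluorescence; 0% = buffer negative control and 100% = Enniatin B positive control; higher means more Nile Red kept so more efflux inhibition; some compounds called inactive have numbers as strong as hits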
PP5 inh: PP5 phosphatase inhibitors, primary screen, biochemical, fluorescence; Serine/threonine-protein phosphatase 5 (Homo sapiens), P53041; purified PP5c, OMFP substrate fluorescence; inhibition, % at 6.7 µM; actives 0.18% (n = 320,000); AID 1987, 2009;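 active = inhibition above the campaign's mean inhibition across all tested compounds plus 3 SD, cut at about 9.5% in these data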;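 also: 0% = DMSO only and 100% = 100 µM cantharidin control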
JMJD2C inh: inhibitors of GASC-1 histone demethylase, primary screen, biochemical, fluorescence, DELFIA europium; inhibition, % at 2.35 µM; actives 0.069% (n = 330,000); GST-JMJD2C(1-420) H3K9me3 demethylation; Lysine-specific demethylase 4C (Homo sapiens), Q9H3R0;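 active = more than half of a compound's replicate wells show inhibition beyond 50%, single wells judged on their own value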;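 also: signal counts dimethyl H3K9 product captured on neutravidin plate; 0% = median of DMSO wells and 100% = 0.3 times that DMSO median; strong numbers were not always called active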
Target sequence (Q9H3R0 1-420 limits assumed): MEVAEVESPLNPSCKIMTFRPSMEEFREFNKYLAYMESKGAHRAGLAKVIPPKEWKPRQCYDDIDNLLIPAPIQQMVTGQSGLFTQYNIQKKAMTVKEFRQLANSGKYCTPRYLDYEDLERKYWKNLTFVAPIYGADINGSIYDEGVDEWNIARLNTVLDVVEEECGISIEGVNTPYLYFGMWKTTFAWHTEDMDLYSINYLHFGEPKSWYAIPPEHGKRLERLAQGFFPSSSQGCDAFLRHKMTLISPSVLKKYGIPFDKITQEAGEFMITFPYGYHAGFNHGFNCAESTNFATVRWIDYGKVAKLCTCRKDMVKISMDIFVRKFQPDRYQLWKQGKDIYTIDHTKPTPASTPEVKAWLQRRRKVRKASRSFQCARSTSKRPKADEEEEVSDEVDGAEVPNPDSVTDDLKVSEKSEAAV
Active calls of the source: *; x = no result given. Only part of the results is shown. The share of hits here may be higher or lower than overall.

nr	compound	TPT1 inhibitor	PP1 counter	Fh CTSL1 inh	core dimer inh	PREPL inhibitor	LYPLA2 inh	Efflux pump inh	PP5 inh	JMJD2C inh
1	Cc1ccc(CC(=O)N2CCN(Cc3ccccc3)CC2)cc1	0	-3	5	-6	6	-1	0.2	1.8	-7
2	Cc1ccsc1C(=O)C1CCCN(Cc2cc(C(C)C)n[nH]2)C1 (configuration not stated)	-7	-5	-1	-3	6	6	-0.3	1.1	8
3	Cc1ccccc1-n1c(O)c(C=Nc2ccc(N(C)C)cc2)c(=O)[nH]c1=O	14	2	-1	-12	12	15	0.0	2.4	17
4	Fc1ccc(Cn2nnnc2C(c2ccc(Cl)cc2)N2CC=C(c3ccc(F)cc3)CC2)cc1 (configuration not stated)	0	-3	0	10	21	1	0.0	1.2	-2
5	COC(=O)C1=C(c2ccc(F)cc2F)C[C@@H]2CC[C@H]1N2C(=O)NCc1ccco1	x	-1	x	x	-2	0	0.0	0.1	-2
6	CCN(C(=O)CN1CC=C(c2ccccc2)CC1)c1c(N)n(Cc2ccccc2)c(=O)[nH]c1=O	6	-5	3	-1	10	-3	0.1	1.5	5
7	CN1CCN(c2ccc3nccnc3c2)CC1	-10	6	0	-3	4	0	-0.1	-1.5	0
8	CCOc1ccc(N2C(=O)NC(=O)/C(=C/c3cnc(SC)nc3)C2=O)cc1	1	3	-1	-1	1	-3	0.0	1.9	9
9	O=C(Cc1ccccc1)Oc1ccc(N2C(=O)CCC2=O)cc1	2	-4	1	1	15	-4	0.1	-1.9	4
10	COc1ccccc1N1CCN(CCc2ccccc2)CC1	-2	1	-4	-3	13	5	-0.1	-1.6	-15
11	CCCCn1c(=O)c(C(=O)Nc2cnccn2)c(O)c2ccccc21	0	-4	1	-7	10	0	-0.3	-2.2	-6
12	OC(CNC1CCCCC1)C(F)(F)F (configuration not stated)	0	1	-2	-5	13	2	-0.1	-2.0	-12
13	CCn1c(NN=O)nc2ccccc21	-3	-4	-1	1	8	11	0.0	-2.2	0
14	CC(Cc1ccccc1)[n+]1cc(/N=C(\[O-])Nc2ccccc2)on1 (configuration not stated)	-4	1	-1	-6	7	4	-0.2	0.8	-1
15	CC(C)(C)NC(=O)Cn1cc(C(=O)c2ccccc2F)c2ccccc21	0	-1	2	-5	1	-7	0.0	0.4	-3
16	Cc1cc(OCC(=O)O)c2c3c(c(=O)oc2c1)CCCC3	-1	-1	0	-1	10	7	-0.1	-1.6	2

One compound at a time, from the list above. Order of values: TPT1 inhibitor, PP1 counter, Fh CTSL1 inh, core dimer inh, PREPL inhibitor, LYPLA2 inh, Efflux pump inh, PP5 inh, JMJD2C inh
CCn1c(NN=O)nc2ccccc21 is listed with -3, -4, -1, 1, 8, 11, 0.0, -2.2, 0
CC(Cc1ccccc1)[n+]1cc(/N=C(\[O-])Nc2ccccc2)on1 (configuration not stated) is listed with -4, 1, -1, -6, 7, 4, -0.2, 0.8, -1
Cc1cc(OCC(=O)O)c2c3c(c(=O)oc2c1)CCCC3 is listed with -1, -1, 0, -1, 10, 7, -0.1, -1.6, 2
OC(CNC1CCCCC1)C(F)(F)F (configuration not stated) is listed with 0, 1, -2, -5, 13, 2, -0.1, -2.0, -12

(next part)
nr	compound	TPT1 inhibitor	PP1 counter	Fh CTSL1 inh	core dimer inh	PREPL inhibitor	LYPLA2 inh	Efflux pump inh	PP5 inh	JMJD2C inh
17	CC(=O)c1ccc(OC(C)C)c(Cc2c(O)[nH]c(=S)[nH]c2=O)c1	-2	-3	2	-5	-6	0	0.0	-3.1	2
18	Cc1ccc(-n2c(O)c(C=Nc3ccc(S(N)(=O)=O)cc3)c(=O)[nH]c2=O)cc1	23	3	0	-1	-3	-3	-0.1	-0.7	-15
19	COc1ccc(C(=O)Oc2cccc3cccnc23)cc1S(=O)(=O)N1CCOCC1	4	-8	2	0	7	-2	0.0	-0.8	-10
20	CCC(Oc1cc(Cl)ccc1Cl)C(=O)N1CCC2(CC1)OCCO2 (configuration not stated)	0	-4	0	1	3	6	0.0	3.2	12
21	O=C(Nc1ccccc1)c1cccn(Cc2ccccc2)c1=O	3	3	4	0	-14	1	0.1	-0.8	-21
22	O=C(O)c1cccc2nc3ccccc3nc12	-2	-9	-1	-4	-1	6	0.0	0.5	-3
23	COc1cccc(N2C(=O)NC(=O)/C(=C\c3cn(C)c4ccccc34)C2=O)c1	-73	2	4	-3	-7	-4	0.2	-1.3	4
24	COC(=O)C1=C(c2ccc(OC(F)(F)F)cc2)C[C@@H]2CC[C@H]1N2C(=O)NCc1cccc2ccccc12	x	13	x	x	-10	3	0.1	8.2	-2
25	COc1ccc(C2SCC(=O)Nc3c2c(=O)[nH]n3C2CCCCC2)cc1 (configuration not stated)	-2	3	7	-3	-11	5	0.1	2.1	-4
26	CCCCC(=O)N/N=C/c1c(O)n(-c2cccc3ccccc23)c(=O)[nH]c1=O	0	13	4	-7	-6	2	-0.1	2.0	-2
27	CCC(=NCCN1CCOCC1)c1c(O)n(-c2ccccc2C)c(=O)[nH]c1=O	-6	-1	-1	-2	-1	0	0.0	0.9	2
28	C=CCn1c(C)c(C=C2C(=O)NC(=O)NC2=O)c2ccccc21	6	0	1	-5	2	2	0.0	-1.0	50*
29	Cn1c(O)c(C(=N)COc2cccc(Cl)c2)c(=O)n(C)c1=O	-5	-1	4	2	-3	0	-0.2	-0.1	-5
30	CN(C)c1ccc(C=C2C(=O)NC(=S)NC2=O)cc1[N+](=O)[O-]	2	2	0	0	-8	-3	-0.1	-1.4	x
31	Cc1cccc(-n2c(-c3cccs3)nc3ccccc3c2=O)c1	-1	8	-1	7	-7	-1	0.0	2.9	0
32	CCCc1nc2ccccc2c(=O)n1-c1ccc(OC)cc1	0	-5	0	-1	2	11	-0.1	-1.4	15

(continued)
Values run as follows: TPT1 inhibitor | PP1 counter | Fh CTSL1 inh | core dimer inh | PREPL inhibitor | LYPLA2 inh | Efflux pump inh | PP5 inh | JMJD2C inh
33. CC(Cc1ccccc1)NC=O (configuration not stated)
    -2 | 2 | -1 | 2 | 6 | 1 | 0.2 | 1.1 | 6
34. CCOC(=O)C1(c2ccccc2)CCN(CCC(=O)Nc2ccccc2OC)CC1
    -1 | 0 | 2 | 0 | -10 | 3 | 0.2 | 5.8 | -6
35. COC(=O)C1=C(c2ccc(S(C)(=O)=O)cc2)C[C@@H]2CC[C@H]1N2C(=O)NCc1ccc(F)cc1
    -1 | 12 | -2 | -2 | 3 | -2 | -0.1 | 0.6 | 4
36. COC(=O)C1=C(c2ccc(OC)c(OC)c2)C[C@@H]2CC[C@H]1N2C(=O)NC1Cc2ccccc2C1
    x | -3 | x | x | 6 | -5 | -0.2 | -0.3 | 0
37. CCCCCCn1c(O)c(C=NCCN2CCCCC2)c(=O)[nH]c1=O
    1 | -3 | -1 | 1 | -3 | 1 | 0.1 | 3.3 | 1
38. Cc1ccc(S(=O)(=O)N2CC3CC(C2)c2cccc(=O)n2C3)cc1 (configuration not stated)
    -3 | -4 | 0 | -5 | 4 | -5 | 0.0 | 0.3 | 6
39. CCC(=NCCN1CCCCC1)c1c(O)n(C)c(=O)n(C)c1=O
    -8 | -1 | 1 | -3 | 7 | 6 | -0.2 | -2.6 | 6
40. O=C(c1c[nH]c2ccc(S(=O)(=O)N3CCC4(CC3)OCCO4)cc2c1=O)N1CCC2(CC1)OCCO2
    -1 | -3 | -3 | 1 | 0 | -2 | 0.0 | -0.9 | -6
41. COc1ccc(N2C(=O)/C(=C/c3ccc(C)o3)C(=O)NC2=S)c(OC)c1
    19 | -1 | -3 | 8 | -1 | 0 | -0.2 | 0.9 | 7
42. C/C(=N\N1CCCCCC1)c1c(O)n(-c2ccccc2)c(=O)[nH]c1=O
    -1 | -1 | 0 | -13 | 1 | 1 | 0.0 | 1.4 | -3
43. CC(Cc1ccccc1)[n+]1cc(/N=C(\[O-])N(C)C)on1 (configuration not stated)
    -3 | 0 | 4 | -1 | 0 | 3 | 0.0 | 0.4 | 2
44. O=C(CCc1nnc2ccc(NCc3ccccc3)nn12)N1CCC2(CC1)OCCO2
    3 | -9 | 0 | -7 | 17 | -3 | 0.0 | 2.5 | 5
45. COc1ccccc1C1CC2CCC(C1OC(C)=O)N2Cc1ccccc1 (configuration not stated)
    0 | -13 | -6 | 2 | 1 | 1 | 0.2 | 1.5 | 13
46. CC(C)(O)C(=O)Nc1ccc([N+](=O)[O-])c(C(F)(F)F)c1
    x | -1 | x | x | -4 | 1 | 0.0 | 1.2 | 9
47. Fc1cccc(F)c1-c1nc(-c2ccc(Cl)cc2)no1
    -2 | -1 | 1 | -4 | 4 | 0 | -0.1 | -2.4 | 2
48. Cc1ccc2cccc(OC(=O)N(C)c3ccccc3)c2n1
    -1 | -3 | 3 | 0 | -3 | 4 | 0.1 | 2.8 | 1
49. CCOc1ccccc1N1C(=O)CC(=O)NC1=O
    8 | -3 | -4 | 9 | 10 | -7 | 0.3 | 1.8 | -14
50. COc1ccccc1OC(=O)c1ccc(C)c(S(=O)(=O)N2CCOCC2)c1
    -3 | -2 | 1 | 1 | 18 | 9 | -0.1 | 4.8 | 4
51. O=c1c2ccccc2[nH]c(=S)n1-c1ccc2c(c1)OCO2
    0 | -5 | -1 | -1 | 2 | -2 | -0.1 | -0.2 | -7
52. CCCC1=C(C(=O)OCC)C2(C(=O)Nc3ccccc32)C(C#N)=C(N)O1 (configuration not stated)
    -1 | -2 | 2 | -4 | -1 | -2 | 0.0 | 3.1 | 5
53. CC(C)Oc1cccc(C(=O)C2CCCN(Cc3ccon3)C2)c1 (configuration not stated)
    4 | -1 | 5 | -2 | 13 | 3 | 0.1 | 0.0 | -2
54. CN1C(=O)N(C)C(=O)C2(Cc3ccccc3N3CCCC32)C1=O (configuration not stated)
    0 | -2 | 2 | 1 | -1 | -1 | 0.0 | 2.8 | 45
55. O=c1[nH]c(=O)n(CCc2ccccc2)c(O)c1C=NCc1ccc2c(c1)OCO2
    3 | -1 | 2 | 9 | 3 | 2 | 0.0 | 0.9 | 3
56. CC(C)(C)c1ccc(C(=O)C2CCCN(C3CCC3)C2)cc1 (configuration not stated)
    -1 | -2 | 0 | -2 | 4 | 0 | 0.1 | -1.1 | 6
57. C=CCn1c(O)c(C(CC)=Nc2ccc(N(CC)CC)cc2)c(=O)[nH]c1=O
    0 | -1 | -2 | -2 | 12 | 1 | -0.1 | 1.3 | -15
58. CN[C@@H](C)[C@@H](O)c1ccccc1
    -2 | 5 | 4 | 2 | -12 | 0 | -0.1 | 1.6 | x

Compound activity: PubChem BioAssay, several laboratories
